Diaphorase inh = counter-screen for diaphorase-based assays: diaphorase inhibitors and chemical oxidizers. diaphorase resazurin-to-resorufin fluorescence, NADH, 16 min; bacterial (C. kluyveri) enzyme, not human. inhibition, % at 20 µM. actives 0.69% (n = 190,000);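 active = primary screen inhibition at 20 µM above a set limit, cut at about 50% in these data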;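 also: plate controls were DMSO with full reaction for no effect and wells lacking NADH for full effect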
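material = Clostridium kluyveri diaphorase enzyme | amount = 0.14 U/mL diaphorase, enzyme working solution | schedule = incubation 16 min, room temperature | detection = fluorescence of resorufin formed from resazurin, Ex 544/Em 590 nm | benchmarks = positive control minus NADH, DMSO neutral control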
TNAP inh no acc = inhibitors of human TNAP without phosphate acceptor. P05186. purified TNAP, CDP-star luminescence, 30 min. inhibition, % at 20 µM. actives 0.26% (n = 200,000). AID 1012;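 active = tissue-nonspecific alkaline phosphatase inhibition above about 50% at 20 µM in the single-dose screen, limit read from the data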;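 also: 0% = DMSO negative control and 100% = EDTA positive control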
Target sequence (P05186 whole entry, looked up): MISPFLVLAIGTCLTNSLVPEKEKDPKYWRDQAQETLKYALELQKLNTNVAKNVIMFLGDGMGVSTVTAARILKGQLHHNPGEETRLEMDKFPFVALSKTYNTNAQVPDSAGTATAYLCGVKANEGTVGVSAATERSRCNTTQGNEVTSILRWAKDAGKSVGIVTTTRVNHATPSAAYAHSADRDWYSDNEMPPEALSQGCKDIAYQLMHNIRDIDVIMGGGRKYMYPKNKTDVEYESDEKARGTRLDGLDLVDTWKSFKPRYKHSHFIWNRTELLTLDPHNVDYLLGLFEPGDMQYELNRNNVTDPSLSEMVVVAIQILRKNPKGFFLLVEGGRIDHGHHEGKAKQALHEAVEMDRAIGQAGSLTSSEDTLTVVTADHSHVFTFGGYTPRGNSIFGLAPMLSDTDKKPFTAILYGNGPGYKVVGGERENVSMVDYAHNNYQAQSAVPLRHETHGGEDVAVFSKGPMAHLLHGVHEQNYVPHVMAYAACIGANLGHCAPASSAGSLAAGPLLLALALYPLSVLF
TNAP inh hi DEA = blocks human TNAP under high phosphate acceptor concentration | P05186 | purified TNAP, CDP-star luminescence, 1 M DEA | inhibition, % at 20 µM | actives 0.03% (n = 200,000) | AID 1135;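 active = over 50% inhibition of tissue-nonspecific alkaline phosphatase at 20 µM in the single-dose screen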;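 also: plate controls were DMSO wells for no effect and EDTA-quenched wells as full inhibition for full effect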
bIAP act = increases bovine intestinal alkaline phosphatase activity. purified bovine IAP, CDP-star luminescence, 30 min; hits give high values; fold of DMSO-control signal, blank-subtracted. activation factor at 20 µM. AID 1016. actives 0.17% (n = 200,000);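 active = activation factor of 2 or more at 20 µM, a signal rise over negative controls twice the positive control's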
PMI act hi M6P = activators of human phosphomannose isomerase at near-saturating mannose 6-phosphate; AID 1216; P34949; coupled PMI enzyme assay, resazurin fluorescence, 20 min; hits give high values; 1 = untreated enzyme, 0 = substrate-free blank; actives 0.34% (n = 190,000); activation factor at 20 µM;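 active = activation factor of 2 or more at 20 µM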
Target sequence (P34949 whole entry, looked up): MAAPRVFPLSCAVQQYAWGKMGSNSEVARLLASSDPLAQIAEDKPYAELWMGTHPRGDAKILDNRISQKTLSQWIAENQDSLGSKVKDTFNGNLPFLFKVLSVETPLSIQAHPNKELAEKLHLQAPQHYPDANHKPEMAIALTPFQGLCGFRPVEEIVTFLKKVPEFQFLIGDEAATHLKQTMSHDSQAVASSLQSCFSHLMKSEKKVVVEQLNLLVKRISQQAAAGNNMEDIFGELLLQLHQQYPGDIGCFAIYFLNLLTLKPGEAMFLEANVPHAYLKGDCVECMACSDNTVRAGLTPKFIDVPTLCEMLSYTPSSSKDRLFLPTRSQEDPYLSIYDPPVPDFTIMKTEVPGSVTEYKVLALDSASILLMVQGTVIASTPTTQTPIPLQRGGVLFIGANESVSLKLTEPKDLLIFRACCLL
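Test system: Human PMI in coupled enzyme assay | Input: 15 ng/mL PMI | Medium: HEPES-buffered pH 7.4 with magnesium and detergent | Compound: One concentration, 20 µM, in 1% DMSO | Incubation: Enzyme reaction with compound 20 min at room temperature | Detection: Diaphorase-driven resazurin-to-resorufin fluorescence, excitation 544, emission 590 nm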
PMI activator = activators of human phosphomannose isomerase; purified human PMI, coupled resazurin fluorescence, 20 min; hits give high values; 1 = vehicle control, 0 substrate-free wells; AID 1214; actives 0.005% (n = 190,000); activation factor at 20 µM; P34949;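 active = activation factor of 2 or more at 20 µM, relative to plate controls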
Lmaj promast = Leishmania major promastigote growth inhibition; inhibition, % at 10 µM; AID 1063; Leishmania major promastigotes, resazurin fluorescence viability; actives 9% (n = 200,000); in the data active = inhibition above about 50%;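 also: promastigotes grown with compound for 44 hours at 28 °C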
bIAP inhibitor = blocks bovine intestinal alkaline phosphatase activity | purified bovine IAP, CDP-star luminescence, 30 min | inhibition, % at 20 µM | 190,000 tested, under 10 active | AID 1019;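 active = over 50% inhibition of intestinal alkaline phosphatase at 20 µM in the single-dose screen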
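Assay system: bovine IAP enzyme; medium: DEA buffer 100 mM, pH 9.8, with MgCl2 1.0 mM, ZnCl2 0.02 mM; doses: 20 µM single dose; incubation: enzyme reaction for 30 min at room temperature; detection: CDP-star luminescence signal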
Diaph act CS = diaphorase activation or chemical reduction counter-screen. Diaphorase/resazurin coupled assay, resorufin fluorescence, 16 min; hits give high values; 1 = vehicle wells, 0 = NADH-free wells. AID 1229. activation factor at 20 µM. actives 0.005% (n = 190,000);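 active = diaphorase activity raised at least twofold by the compound at 20 µM; inactive = activation factor below 2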
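Assay system: bacterial diaphorase enzyme (C. kluyveri) / Input: enzyme 0.07 U/mL final / Medium: 50 mM HEPES pH 7.4 with 4.542 mM MgCl2, 0.005% Tween 20 / Doses: single compound dose of 20 µM, 1% DMSO final / Incubation: 16 min enzyme reaction, ambient temperature / Signal: fluorescence, excitation 544 nm and emission 590 nm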
TNAP act hi DEA = TNAP (human) activation, high acceptor; P05186; activation factor at 20 µM; 200,000 tested, under 10 active; purified TNAP, CDP-star luminescence, 1 M DEA, 30 min; hits give high values; 0 = EDTA background, 1 = DMSO-only activity;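 active = activation factor at least 2 at 20 µM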
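system = human TNAP | amount = enzyme diluted 1/800 final | reagent = 100 µM CDP-star substrate | signal = luminescent substrate turnover signal | dosing = one dose, 20 µM | benchmarks = EDTA negative control, DMSO positive control | measure = activation factor | timing = 30 min reaction, room temperature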
The depositor's hits bear a star; · = no result given.

SMILES	Diaphorase inh	TNAP inh no acc	TNAP inh hi DEA	bIAP act	PMI act hi M6P	PMI activator	Lmaj promast	bIAP inhibitor	Diaph act CS	TNAP act hi DEA
COc1ccccc1NC(=O)Cn1nnc(-c2ccccc2NC(=O)c2cccs2)n1	12	-6	-7	1	0.9	0.9	-2	4	0.9	1.1
CCc1nc2nc(C)cc(Nc3cccc(C(F)(F)F)c3)n2n1	12	-13	-7	1.2	0.9	0.9	-6	-17	0.9	1.1
c1ccc(-n2c(Sc3cnccn3)nnc2-c2cccs2)cc1	17	-8	1	1	0.9	0.9	-2	-2	0.8	1
O=C(Cn1c(=O)sc2ccccc21)OC(CCl)CCl	-8	-2	-4	0.9	1.2	1.1	-6	8	1.1	1
CCN1C(=O)/C(=C/c2ccc(C)o2)N(C)C1=S	19	8	14	1.3	0.7	0.8	3	-28	0.8	0.9
NC(=O)CSC1=Nc2ccccc2C2=NC(CC(=O)NCc3cccs3)C(=O)N12 (stereo unspecified)	10	-16	-3	0.9	1	1	26	6	0.9	1
Cc1cccc(NC(=S)NCc2ccco2)c1C	7	-11	3	1	1.1	1	7	1	0.9	1
O=C(NC1(C(=O)NC2CCCCC2)CCCCC1)c1ccccn1	13	-9	-2	0.6	1	0.9	-3	39	0.9	1
Cc1ccc(C(C)C)cc1S(=O)(=O)NCc1cccnc1	-8	-8	-6	0.9	1	1	-6	7	1.1	1.1
N#CN=C(N)c1ccccc1	21	-6	-7	1	1	1	0	-1	0.8	1.1
Cc1nnc(SCC(=O)Nc2cccc(C(F)(F)F)c2)n1Cc1ccco1	-12	8	-5	1	1.2	1.1	-4	5	1.1	1.1
c1ccc(Oc2ccc(-c3ccnc4nc(N5CCN(c6ccccc6)CC5)nn34)cc2)cc1	1	4	-3	1	0.9	0.9	16	0	1	1
Cc1nc2c(ccc3nc(NC(=O)Cc4cccc5ccccc45)sc32)s1	25	-4	-2	0.8	0.8	0.9	35	24	0.8	1
CSCCC(NC(=O)c1ccccc1)C(=O)O (stereo unspecified)	10	-8	0	1	1	1	-3	2	0.9	1
CCN(CC)S(=O)(=O)c1ccc(Cl)c(C(=O)NC(C)C(c2cccs2)N2CCCC2)c1 (stereo unspecified)	7	-4	5	1.2	0.9	1	11	-19	0.9	1
O=C(N/N=C1/CCc2ccccc21)C1CC1	10	3	-4	1	1	1	-6	-2	0.9	1
COc1ccc(NS(=O)(=O)c2cccc(NC(=O)C34CCC(CC3)C4)c2)cc1	-2	-10	4	1	1	0.9	5	-3	1	1
COc1ccc2c(c1O)-c1ccccc1CCN(C)C2	0	-2	-6	1	0.9	1	-9	0	1	1.1
O=C(CCc1nc2ccccc2c(=O)[nH]1)NCc1cccc(Cl)c1	9	-5	2	0.8	1	1	0	18	0.9	1
CCNC(=S)N(Cc1cc2cc(C)c(C)cc2[nH]c1=O)C1CCCC1	·	-1	0	1	·	·	27	-3	·	1
C/C(CC(=O)Nc1cccnc1)=N\NC(=O)C(=O)Nc1cccc(C)c1	14	-18	-6	0.9	1	1	-5	7	0.9	1.1
CCOC(=O)C1=C(C)NC(SCC(N)=O)=C(C#N)C1c1cccs1 (stereo unspecified)	-6	-11	-4	1	1.2	1	2	2	1.1	1
O=C(Nc1ccccc1N1CCOCC1)c1ccc(S(=O)(=O)NCc2ccco2)cc1	3	-6	1	1.2	0.9	1	0	-24	1	1
O=C(CCc1ccccc1)NCC1OCCc2ccccc21 (stereo unspecified)	2	8	-1	1	1	1.1	-4	1	1	1
S=c1[nH]nc(-c2ccccc2)n1/N=C/C=C/c1ccco1	42	10	3	0.9	0.9	0.9	-4	6	0.6	1
Cn1nnc2cc(C(=O)NCc3ccco3)ccc21	18	-10	-3	1	1	1	-1	1	0.8	1
CCn1cc(C(=O)O)c(=O)c2cc(OC)ccc21	10	-9	-4	0.9	0.8	0.8	-8	9	0.9	1
Cc1onc(-c2c(Cl)cccc2Cl)c1C(=O)N1CCc2ccccc2C1	5	-6	-5	0.9	1	0.9	95*	8	1	1
CSc1ccccc1C(=O)Nc1nccs1	-4	-4	-8	1	1	0.9	-4	-4	1	1.1
CCOC(=O)C1(CC2CC2)CCN(C(=O)c2cccnc2C)CC1	5	-3	0	1.2	0.9	0.9	-8	-22	0.9	1
COC(=O)c1ccccc1NC(=O)c1c(O)c2c([nH]c1=O)CCCC2	8	0	-2	0.8	1.1	1.1	-2	19	0.9	1
Cn1c(SCC(=O)N2CCN(c3ccccc3)CC2)nnc1-c1c[nH]c2ccccc12	11	8	-1	1.2	1	1	17	-17	0.9	1
CCOC(=O)c1cnc2ncnn2c1N	12	-8	-5	1	1.1	1	4	-4	0.9	1.1
COC(=O)c1ccc(NS(=O)(=O)c2cc(C)ccc2OC)cc1	22	-8	-1	0.9	0.8	0.8	-1	9	0.8	1
COc1ccc(-n2cnnc2SCc2cnc(-c3ccccc3)s2)cc1	11	-6	-3	0.9	1	1	10	7	0.9	1
CCOc1ccccc1NC(=O)C(=O)NCCC1=CCCCC1	7	-10	-5	1	0.8	0.9	-5	0	0.9	1.1
CCNc1nc(NCC)nc(N/N=C/c2ccc(O)c(O)c2)n1	61*	-16	11	1.3	0.8	0.4	2	-27	0.4	0.9
CC(C)Oc1ccc(C2CNC(=O)C2)cc1 (stereo unspecified)	17	-13	-4	1	1	0.9	-7	4	0.8	1
CC(=O)NCCCc1nc2ccccc2n1Cc1cc(C)ccc1C	2	-4	-1	1.2	0.9	0.9	-4	-16	1	1
Cc1ccc(C(=O)NCCc2cccc(Cl)c2)cc1[N+](=O)[O-]	22	-11	-9	1	0.9	0.9	0	1	0.8	1.1
S=c1nc(-c2ccccc2Cl)[nH][nH]1	25	30	-4	0.9	1.2	0.7	-6	13	0.8	1
COc1cc2c(cc1OC)CN(c1ccc([N+](=O)[O-])cc1Cl)CC2	32	2	6	1	0.7	0.8	13	3	0.7	0.9
Cc1cccc(C(=O)NNC(=O)C2CCCO2)c1 (stereo unspecified)	8	-9	-2	1.1	0.9	0.9	-3	-8	0.9	1
CCCN(CCC)CC(O)CN(c1cc([N+](=O)[O-])ccc1OC)S(=O)(=O)c1ccccc1 (stereo unspecified)	17	-6	-3	1	0.8	0.9	63*	0	0.8	1
COCN(C#N)c1nc(OC)nc(OC)n1	2	-3	-7	1	1	1.1	-9	4	1	1.1
COc1cccc(-c2nn(-c3ccccc3)cc2C(=O)Nc2nccs2)c1	22	-6	0	1	0.8	0.8	48	1	0.8	1
COCCOc1ccc(C(F)(F)F)cc1N	17	0	0	1	0.9	0.9	-6	3	0.8	1
O=C(CCSc1ccc(Cl)cc1)NC1CCCCC1	2	-2	-2	1	1	0.9	1	-2	1	1
COC(=O)c1ccc(Oc2ccc3nncn3n2)cc1	-3	-9	-3	1.1	0.9	1	-2	-5	1	1
Cc1ccc(C)c(-n2cc(CN3CCCN(C=O)CC3)c(-c3ccccc3)n2)c1	30	-6	-6	1.1	0.8	0.9	5	-9	0.7	1.1
CCOc1cc(-c2nc(C)c(C(C)=O)n2O)ccc1OCC(=O)Nc1cccc(C)c1	-12	-9	-4	1.1	1.2	1.1	-4	-9	1.1	1
Cn1c(=O)c2c(nc(Br)n2CC(=O)c2cccs2)n(C)c1=O	5	-10	-2	1	1.1	1.1	7	4	0.9	1
COc1ccc(C2NC(c3ccc(OC)cc3)C([N+](=O)[O-])C(C)(C)C2[N+](=O)[O-])cc1 (stereo unspecified)	19	-2	2	1.1	0.9	0.9	-1	-14	0.8	1
Cc1ccc(Nc2c(-c3ccc(C)o3)nc3cnccn23)cc1	29	-14	-8	1	1	1	11	3	0.7	1.1
Cc1cc(NC(=O)CSc2nc3ccsc3c(=O)n2CCCCC(=O)O)no1	3	0	-4	1	1.1	1.1	-5	-2	1	1
CC(C)CNC(=O)CSc1nc2scc(-c3ccccc3)c2c(=O)[nH]1	4	-1	0	0.9	1.1	1.1	31	6	1	1
CCOc1cc(/C=N/NC(=O)COc2ccc(C)cc2)ccc1OC(=O)c1cccs1	22	10	-2	1	0.9	0.8	1	-1	0.8	1
CCCCN(CCCC)CC(O)CN(c1cc([N+](=O)[O-])ccc1OC)S(=O)(=O)c1ccccc1 (stereo unspecified)	-3	-7	0	1	1.1	1	71*	-3	1	1
Cc1nn(C(C)C(=O)O)c(=O)c2ccccc12 (stereo unspecified)	-8	-8	-8	1	1.5	1.5	8	-3	1.1	1.1
O=[N+]([O-])c1cccc(CNC2CCCCCC2)c1	6	-6	-4	0.9	1	1	86*	7	0.9	1

6 of the compounds above, with two lines to a compound.
Order of results – Diaphorase inh, TNAP inh no acc, TNAP inh hi DEA, bIAP act, PMI act hi M6P, PMI activator, Lmaj promast, bIAP inhibitor, Diaph act CS, TNAP act hi DEA
> O=[N+]([O-])c1cccc(CNC2CCCCCC2)c1
    6, -6, -4, 0.9, 1, 1, 86*, 7, 0.9, 1
> Cc1ccc(C)c(-n2cc(CN3CCCN(C=O)CC3)c(-c3ccccc3)n2)c1
    30, -6, -6, 1.1, 0.8, 0.9, 5, -9, 0.7, 1.1
> Cn1c(=O)c2c(nc(Br)n2CC(=O)c2cccs2)n(C)c1=O
    5, -10, -2, 1, 1.1, 1.1, 7, 4, 0.9, 1
> CCCCN(CCCC)CC(O)CN(c1cc([N+](=O)[O-])ccc1OC)S(=O)(=O)c1ccccc1 (stereo unspecified)
    -3, -7, 0, 1, 1.1, 1, 71*, -3, 1, 1
> CCOc1cc(-c2nc(C)c(C(C)=O)n2O)ccc1OCC(=O)Nc1cccc(C)c1
    -12, -9, -4, 1.1, 1.2, 1.1, -4, -9, 1.1, 1
> CCOc1cc(/C=N/NC(=O)COc2ccc(C)cc2)ccc1OC(=O)c1cccs1
    22, 10, -2, 1, 0.9, 0.8, 1, -1, 0.8, 1

Other entries
SMILES	Diaphorase inh	TNAP inh no acc	TNAP inh hi DEA	bIAP act	PMI act hi M6P	PMI activator	Lmaj promast	bIAP inhibitor	Diaph act CS	TNAP act hi DEA
CCC(C)(C)n1nnnc1C(c1cc(OC)ccc1OC)N1CCN(Cc2ccccc2)CC1 (stereo unspecified)	·	-1	1	1.2	·	·	39	-19	·	1
CCOC(=O)c1ccc(NC(=S)N(CCCN2CCCC(C)C2)Cc2ccco2)cc1 (stereo unspecified)	-3	-10	-4	0.9	1.1	1	99*	7	1	1
CS(=O)(=O)N(CC(=O)NCCSCc1ccco1)c1ccc(Cl)cc1	13	-10	-6	1.1	1	0.9	-7	-12	0.9	1.1
COC(=O)c1[nH]c2c(c1C)C(=O)CC(c1ccc(C)cc1)C2 (stereo unspecified)	2	-10	-4	0.9	1	0.9	5	8	1	1

From PubChem BioAssay
